Screens deposited in PubChem by Fisher Drug Discovery Resource Center.
NPYLR7 agonist: agonists of mosquito NPYLR7 receptor, primary screen, cell-based, Aedes aegypti, calcium fluorescence, mosquito biting behavior; Aedes aegypti neuropeptide Y-like receptor 7 (NPYLR7); HEK293T NPYLR7/Galpha15, GCaMP6s calcium fluorescence; activation, % at 10 µM; 270,000 tested, 0.15% active; in the data active = activation above about 40%;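 also: 0% = vehicle and 100% = reference agonist at the receptor; some compounds past the cut are filed as inactive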
mcGAS lum: cyclic GMP-AMP synthase inhibitors, mouse, primary biochemical chemiluminescence; Q8C6L5; recombinant cGAS, Kinase-Glo ATP depletion luminescence; inhibition, % at 12.5 µM; 160,000 tested, 0.15% active;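 also: 0% = negative control wells and 100% = reference inhibitor with no enzyme activity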
hcGAS lum: Primary biochemical luminescence assay for human cyclic GMP-AMP synthase inhibitors | inhibition, % at 12.5 µM | recombinant h-cGAS, ATP depletion, Kinase-Glo luminescence | 290,000 tested, 0.081% active;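 also: 0% = vehicle reaction and 100% = reaction without DNA for no activity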
Target sequence (Q8N884 whole entry, looked up): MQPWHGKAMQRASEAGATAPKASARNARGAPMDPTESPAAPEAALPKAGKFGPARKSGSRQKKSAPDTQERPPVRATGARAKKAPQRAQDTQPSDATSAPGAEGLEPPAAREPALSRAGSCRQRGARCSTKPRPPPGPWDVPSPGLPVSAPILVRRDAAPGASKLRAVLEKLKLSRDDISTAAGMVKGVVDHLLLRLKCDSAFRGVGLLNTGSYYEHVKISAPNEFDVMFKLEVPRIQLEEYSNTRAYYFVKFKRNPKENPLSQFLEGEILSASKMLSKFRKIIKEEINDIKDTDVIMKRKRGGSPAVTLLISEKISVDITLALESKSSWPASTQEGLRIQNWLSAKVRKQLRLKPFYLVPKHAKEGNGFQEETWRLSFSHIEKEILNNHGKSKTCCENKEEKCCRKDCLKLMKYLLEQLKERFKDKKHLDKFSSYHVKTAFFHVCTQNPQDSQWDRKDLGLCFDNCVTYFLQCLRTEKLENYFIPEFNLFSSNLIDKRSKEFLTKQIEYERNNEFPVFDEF
An asterisk follows results filed as active; nt = no result given; & = joins results of further samples. Rule as the data show it, unless noted: active = inhibition above about 40%; inactive = the rest. Random draw from the library; about 0.26% have a hit in one of these screens.

SMILES | NPYLR7 agonist | mcGAS lum | hcGAS lum
CC(=O)C1=C(C)NC(=O)NC1c1cc2ccc(C)cc2[nH]c1=O (centres undefined) | 0 | nt | -12
CNC(=O)c1cccc(C(=O)N2CCSC3(CCCCC3)C2)c1 | -21 | nt | 0
CCSCCN1CCC(=O)N(Cc2ccccc2)C(CC)C1 (centres undefined) | nt | -13 | -7
Cn1c(=O)n(CC(=O)NC2CC2c2cccc(F)c2)c2ccccc21 (centres undefined) | 2 | nt | -4
O=C(CNC(=O)c1cccc(Br)c1)Nc1nc2c(s1)CCCC2 | 4 | nt | 4
Brc1cc2c(cc1CSc1nnc(-c3ccco3)o1)OCO2 | 7 | nt | -6
CC1CCCCN1CCCNC(=O)CC(c1cccc(C(F)(F)F)c1)c1c[nH]c2ccccc12 (centres undefined) | 6 | -8 | -3
O=C(CN1CN(c2ccccc2)C2(CCN(C(=O)c3ccc([N+](=O)[O-])cc3)CC2)C1=O)NC1CCCCC1 | 8 | -4 | -3
CC(=O)N1CCN(C(=O)c2csc(COc3cc(Cl)ccc3Cl)n2)CC1 | -2 | -4 | -4
Cc1ccc(N2C(=O)CC(N3CCc4ccccc4C3)C2=O)cc1 (centres undefined) | -6 | 1 | 1
Cc1nc(N(C)C)nc(N2[C@@H]3CC[C@H]2CC(O)C3)c1C (some centres undefined) | nt | -9 | -19
CCCN(Cc1nccn1C)C(=O)CSc1nnc(C)s1 | -2 | -11 | -7
CCN1CCOC(CCNC(=O)Nc2cc(C)ccc2OC)C1 (centres undefined) | nt | -17 | -4
CCOC(=O)N1CCN(C(=O)c2cnn(-c3ccc(Cl)cc3)c2C)CC1 | 1 | nt | -3
CN1CCc2c(OCC(=O)NC3CCCCC3)cccc2C1=O | 6 | -2 | -4
O=C(N[C@H]1C[C@H]2C(=O)NCC(=O)N2C1)c1cncc(Cl)c1 | -6 | nt | -6
CCN(CCn1cccn1)C(=O)CCCn1nnnc1CN1CCC(C)CC1 | 6 | nt | 1
CN(CCc1ccccc1)C1CCCN(Cc2cccs2)C1 (centres undefined) | 11 | -9 | -8
CCC(CC)NCCCN1CCCC(O)C1 (centres undefined) | 1 | nt | -3
COc1ccc(-n2nnc3c(=O)n(Cc4ccc(Cl)cc4Cl)cnc32)cc1OC | -4 | -3 | 0
CCC(CC)n1nc(C)cc1NC(=O)CC(C)n1cccn1 (centres undefined) | 7 | -15 | -2
Cc1cc(N)n(CC(=O)NCc2cnn(-c3cccc(F)c3)c2)n1 | 0 | nt | -2
C[C@@H](O[C@H]1OCCN(Cc2n[nH]c(=O)[nH]2)[C@H]1c1ccc(F)cc1)c1cc(C(F)(F)F)cc(C(F)(F)F)c1 | -3 | -10 | -8
CN(C)CCN(CC1CCCN(Cc2ccccc2F)C1)C(=O)c1cccc2nccnc12 (centres undefined) | 8 | nt | -8
CN(C)c1ccc(/C=C2\SC(=S)N(NC(=O)c3ccccc3O)C2=O)cc1 | -21 | 6 | 7
COc1cccc(Cc2nsc(N(CCC(=O)N3CCC(n4c(=O)[nH]c5ccccc54)CC3)Cc3ccco3)n2)c1 | -16 | 2 | 3
CCn1c(SCc2ccc(C(=O)NC3CC3)cc2)nnc1-c1ccccc1[N+](=O)[O-] | -1 | -9 | -8
COc1ccc(/C=c2\sc3nc(/C=C/c4ccc(C)cc4)nn3c2=O)c(OC)c1 | -2 | -1 | -13
CN1C(=O)NC(c2ccsc2)C2=C1CN(Cc1ccco1)C2=O (centres undefined) | 27 | -5 | -8
COCCN(Cc1nc(-c2cnccn2)no1)C(C)C | 6&3 | nt | -8&3
C#CCN(C)CC1=Cc2ccccc2Oc2ccccc21 | -8 | -7 | -3
COc1ccc(S(=O)(=O)Nc2nc(CCC(=O)NCCC3=CCCCC3)cs2)cc1 | 4 | nt | -15
CCCSc1ncccc1C(=O)N(C)C(c1ccccc1)c1ccccc1 | -10 | 1 | -1
CC(NC(=O)c1ccc(-c2ccc(Br)cc2)s1)C(=O)N(C)C (centres undefined) | -8 | nt | -15
Fc1ccccc1C#Cc1ccnc2ccccc12 | 36 | -3 | -11
Cc1cc(C)[n+]2c3c(sc2n1)CCCC3 | -8 | nt | 0
CCOC(=NC1CC1)NC(=O)c1ccc2c(c1)OCO2 | -14 | 0 | 1
Cc1cc(C)n(-c2ccc(C(=O)NCc3ccccn3)cc2)n1 | -6 | -5 | -3
COc1ccccc1C1(CC#N)CCOC(C)(C)C1 (centres undefined) | 0 | -8 | -4
O=C(COc1cc(Cl)cc(Cl)c1)Nc1ccccc1N1CCCC1=O | 1 | nt | -2
Cc1cccnc1NC(=O)COc1ccc(F)cc1Br | 2 | -5 | -10
Cc1ccc(NC(=O)N2CCSC2c2cccc(Oc3ccccc3)c2)cc1Cl (centres undefined) | -8 | -7 | -15
CCCC(=O)N1CCC1(C)C(=O)NS(=O)(=O)c1cccc(C#N)c1 (centres undefined) | 4 | nt | 4
CCN(Cc1ccc2c(C)cc(=O)oc2c1)CC1CCOCC1 | -3 | 5 | 3
Cc1ncc2c(c1CNC(=O)c1ccoc1C)CCN(C(=O)/C=C/C(C)C)C2 | 17 | -9 | -6
COc1ccc(F)cc1C(=O)N1CC(c2ccncc2)C1 | 2 | -17 | -3
COc1ccc(O[C@@H]2C=C(C(=O)N[C@@H](Cc3ccc(O)cc3)C(N)=O)C[C@@H](O)[C@H]2O)cc1 | -8 | -8 | -8
O=C(c1ccc(C(F)(F)F)cc1)N1CCCC(OCc2cccc(Cl)c2)C1 (centres undefined) | -2 | -5 | -6
CC(C)c1ccc(S(=O)(=O)NC2CCS(=O)(=O)C2)cc1 (centres undefined) | -2 | nt | -2
C=CCn1c(=NC(=O)c2ccccc2S(C)(=O)=O)sc2cc(Cl)ccc21 | 2 | nt | -12
COCCCn1ccc2c(cnc3ncnn32)c1=O | 2 | nt | -8
O=S(=O)(c1cccc(F)c1)N1CCC(CCc2ccccc2)CC1 | 2 | -2 | 1
CC1CCCN(S(=O)(=O)c2ccc3c(c2)nc(SCc2ccc(OC(F)F)cc2)n3C2CCCC2)C1 (centres undefined) | 17 | -3 | -7
COC(=O)C(C(=O)O)=C1SC2=C(SCCS2)S1 | 6 | nt | -1
O=C(Nc1nc(OCC(F)(F)F)cnc1/C=C\c1ccccc1)c1ccsc1 | -23 | -6 | 0
O=C(NC1CCN(Cc2ccccc2)CC1)c1cc2n(n1)CCN(Cc1ccccc1)C2=O | 20 | -6 | -3
CS(=O)(=O)Nc1ccc(NS(C)(=O)=O)cc1 | 3 | -6 | -4
Oc1c(C(Nc2ccccn2)c2ccccc2F)ccc2cccnc12 (centres undefined) | 2 | nt | 3
Nc1ccc(CCc2nc3cc(N)ccc3o2)cc1 | -1 | -2 | -2
Cc1cc(NC(=O)CN2CSCC2=O)n(-c2cc(C(F)(F)F)ccc2Cl)n1 | 2 | -18 | -7

Reprinted from the entries so far (5 entries):
SMILES | NPYLR7 agonist | mcGAS lum | hcGAS lum
CC1CCCCN1CCCNC(=O)CC(c1cccc(C(F)(F)F)c1)c1c[nH]c2ccccc12 (centres undefined) | 6 | -8 | -3
O=C(CN1CN(c2ccccc2)C2(CCN(C(=O)c3ccc([N+](=O)[O-])cc3)CC2)C1=O)NC1CCCCC1 | 8 | -4 | -3
CC(=O)N1CCN(C(=O)c2csc(COc3cc(Cl)ccc3Cl)n2)CC1 | -2 | -4 | -4
Cc1ccc(N2C(=O)CC(N3CCc4ccccc4C3)C2=O)cc1 (centres undefined) | -6 | 1 | 1
Cc1nc(N(C)C)nc(N2[C@@H]3CC[C@H]2CC(O)C3)c1C (some centres undefined) | nt | -9 | -19

Filtered by structure, the entries above containing a cyano group
SMILES | NPYLR7 agonist | mcGAS lum | hcGAS lum
COc1ccccc1C1(CC#N)CCOC(C)(C)C1 (centres undefined) | 0 | -8 | -4
CCCC(=O)N1CCC1(C)C(=O)NS(=O)(=O)c1cccc(C#N)c1 (centres undefined) | 4 | nt | 4

(list continues)
SMILES | NPYLR7 agonist | mcGAS lum | hcGAS lum
COc1ccc2c(c1)CC(CNC(=O)CCCCCl)O2 (centres undefined) | 14 | nt | -2
NC(=O)CSc1nc(N)cc(=O)[nH]1 | 2 | nt | 4
Cc1ccc(Cn2nc(C)c(/C=C/C(=O)N3CCCCCC3)c2Cl)cc1 | 0 | nt | 4
COC(=O)c1ccc(C(=O)N2CCCC(Nc3ccc(C(C)C)cc3)C2)cc1 (centres undefined) | -6 | -5 | -6
C=CCn1c(SCC(C)=O)nc2scc(-c3ccc(C)o3)c2c1=O | -5 | nt | -6
C=CCN1CCN(c2ccc(Cl)cc2)C(=O)C1C (centres undefined) | 0 | -6 | -3
O=C(NCc1cccc(C(F)(F)F)c1)c1ccccc1N1CCC(NS(=O)(=O)c2ccc(F)cc2)CC1 | 1 | -6 | -5
CCN1CCN(S(=O)(=O)c2ccc(OC)c(N3CCN(S(=O)(=O)c4cc(Cl)c(Cl)cc4Cl)CC3)c2)CC1 | 17 | -7 | 1
CS(=O)(=O)Oc1cccc(CN(Cc2ccco2)C(=O)c2cccc(F)c2)c1 | 25 | -7 | -6
Cn1nc(C(F)(F)F)c2cc(C(=O)N3CC[C@H](O)[C@@H](O)C3)sc21 | 11 | -13 | -5
Cc1cc(-c2nnc(NC(=O)Cc3ccc(C(C)C)cc3)o2)nn1C | -5 | -10 | -4
O=CNCCc1nc2ccccc2n1Cc1ccccc1 | 6 | -6 | 4
CC1(c2ccccc2)NC(=O)N(CC(=O)c2ccc3c(c2)OCCO3)C1=O (centres undefined) | 12 | nt | -7
O=C(NCc1cccc2ccccc12)NCc1nnnn1-c1ccc(Cl)cc1 | 0 | nt | -6
Cc1cccc(CSc2nc(=O)n3cc(C)ccc3n2)c1 | 1 | -8 | -11

3 entries from above, sorted by SMILES length, smallest number first.
SMILES | NPYLR7 agonist | mcGAS lum | hcGAS lum
C=CCN1CCN(c2ccc(Cl)cc2)C(=O)C1C (centres undefined) | 0 | -6 | -3
COC(=O)c1ccc(C(=O)N2CCCC(Nc3ccc(C(C)C)cc3)C2)cc1 (centres undefined) | -6 | -5 | -6
CS(=O)(=O)Oc1cccc(CN(Cc2ccco2)C(=O)c2cccc(F)c2)c1 | 25 | -7 | -6

Further records
SMILES | NPYLR7 agonist | mcGAS lum | hcGAS lum
Cc1ccc(NC2(C(=O)NC(C)c3nncn3C)CCCCC2)cc1C (centres undefined) | 0 | nt | -5
COc1ccc(-c2noc(-c3cccn(CC(=O)Nc4cc(C)ccc4C)c3=O)n2)cc1OC | 0 | -8 | -10
Cc1nc2cc(C(=O)NC(C)c3cnn(-c4ccccn4)c3C)ccc2s1 (centres undefined) | 7 | nt | -8
COc1ccc(NC(=O)Cc2ccc(C)nc2)cc1Br | 1 | nt | 3
CCOc1ccc(N(CC(=O)Nc2ccc(F)c(Cl)c2)S(=O)(=O)c2ccc(SC)cc2)cc1 | 11 | -6 | -9
CCOC(=O)c1cccc(NC(=O)CC2c3cccnc3C(=O)N2c2ccccc2)c1 (centres undefined) | 2 | -7 | 8
CCN(CC)Cn1c(O)c(N=NC(=O)c2ccc(OC)c(OC)c2)c2ccccc21 | 0 | -6 | -11
CC1Oc2ccc(C#N)cc2N(Cc2ccc(Cl)cc2)C1=O (centres undefined) | 2 | nt | -3
CN1CCC(N(C)C(=O)c2cc3ccc(F)cc3[nH]2)CC1 | 0 | nt | -10
CC(=O)Nc1ccc(S(=O)(=O)Oc2ccc(CN(CC(C)C)C(=O)NC(C)C)cc2)cc1 | 3 | -4 | -9
Cc1noc(C)c1COc1cccc(C(=O)NC(C)(C)C)c1 | 4 | -9 | -11
CN1C(=O)NC(c2ccc(F)cc2)C2=C1CN(CC(=O)NC1CC3CCC1C3)C2=O (centres undefined) | -1 | -4 | -4
COc1cc(Cn2ccnc2-c2sccc2C)cc(OC)c1OC | 10 | nt | -4
CCCCN(C(=O)/C=C/c1ccc([N+](=O)[O-])cc1)C(CC)c1nc2ccccc2c(=O)n1-c1ccccc1OC (centres undefined) | -5 | -3 | -5
O=C(O)CN1C(=O)/C(=C\c2cccc(Cl)c2Cl)SC1=S | -4 | 7 | -2
CCc1[nH]n(-c2ccc(OC)cc2)c(=O)c1C1=C(N2CCCC2)C(=O)N(c2cccc(C)c2)C1=O | 28 | -6 | -2
CCOc1ccc(Nc2ncnc3c2nnn3C)cc1 | 10 | nt | -9
Cc1cc(CN2CCCC(CCC(=O)NC3CC3)C2)oc1C (centres undefined) | 11 | nt | -8
Oc1c(/C=N\Nc2ccc3c(Cl)cc(Cl)c(O)c3n2)cc2c3c1CCCN3CCC2 | 10 | 0 | -14
COc1ccccc1C1c2[nH]c3ccccc3c2CCN1C(=O)c1c2c(nn1C)CCCC2 (centres undefined) | 4&0 | -7&-3 | -4&-4
CC(C)C(NS(=O)(=O)CCCCC#N)c1ccc(Cl)cc1 (centres undefined) | -15 | nt | 0
CCS(=O)(=O)c1ccc(CC(=O)Nc2nnc(-c3cc(C)n(C)n3)o2)cc1 | -8 | -9 | -6
Cc1cc(C)c2c(-c3oc4ccccc4c3NC(=O)C3CC3)cc(=O)oc2c1 | 1 | -7 | -4
CCn1c(CC2CCN(C(=O)c3n[nH]c4c3CCC4)CC2)nn(C)c1=O | 16 | nt | -2
COc1ccc(N2CCN(C(=O)CCN3CCc4sccc4C3C)CC2)cc1 (centres undefined) | 7 | nt | -5
O=C(CCN1C(=O)NC2(CCCC2)C1=O)N1CCOCC1 | 0 | nt | 0
CN(C)c1ccc(C=C2CCC(C3=CCCC3)=C2N2CCOCC2)cc1 | 21 | -7 | -10
CCN(CC)S(=O)(=O)c1ccc2[nH]c(=O)cc(C(=O)OC(C)C(=O)c3c[nH]c4ccccc34)c2c1 (centres undefined) | 18 | nt | -11
CCCNC(=O)C1CN(Cc2nc(-c3ccsc3)no2)c2ccccc2O1 (centres undefined) | -5 | nt | 6
FC(F)(F)c1nc2n(n1)C(c1ccc(Cl)cc1)C1COc3ccccc3C1=N2 (centres undefined) | 5 | nt | -8
